# Screening results (PubChem)
# GIRK2 activator = Activates human GIRK2-containing potassium channels; 34,000 tested, under 10 active; HEK293 GIRK2/NPY4 cells, thallium flux fluorescence; activation (% efficacy), % for hits at 37.5 µM; P48051;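 active = primary screen hit, no activity in plain HEK293 cells, and in GIRK2-only cells above 5% efficacy rising with concentration; inactive = the rest, including fluorescent compounds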;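 note: efficacy is normalized control-subtracted fluorescence 15 s after thallium addition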
# Target sequence (P48051 whole entry, looked up): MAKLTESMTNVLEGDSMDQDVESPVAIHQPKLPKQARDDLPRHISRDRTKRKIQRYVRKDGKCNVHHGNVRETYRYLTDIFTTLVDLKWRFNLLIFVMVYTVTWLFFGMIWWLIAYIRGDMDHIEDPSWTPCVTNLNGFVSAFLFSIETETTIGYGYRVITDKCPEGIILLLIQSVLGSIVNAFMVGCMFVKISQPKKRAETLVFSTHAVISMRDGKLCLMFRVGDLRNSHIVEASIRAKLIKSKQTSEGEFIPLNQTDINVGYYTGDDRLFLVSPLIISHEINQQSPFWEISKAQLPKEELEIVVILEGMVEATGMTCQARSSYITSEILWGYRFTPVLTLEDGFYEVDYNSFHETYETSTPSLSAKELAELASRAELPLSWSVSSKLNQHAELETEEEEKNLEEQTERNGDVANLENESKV
# Calls only; i = inactive.
SMILES | GIRK2 activator
COc1cn(CC(=O)Nc2ccc(C)cc2C)c(CSc2ccc(Cl)cc2)cc1=O | i
O=C(NCCn1nc(-c2cccs2)ccc1=O)C1CCCN(c2cc(-n3cccn3)ncn2)C1 (stereo not drawn) | i
CCN1C(=O)C(C)(C)COc2cc(NC(=O)Nc3ccccc3C(F)(F)F)ccc21 | i
Cc1nnsc1C(=O)N1CCC(CNC(=O)c2c(-c3ccccc3Cl)noc2C)CC1 | i
CSc1ncccc1C(=O)N1CCC(CNC(=O)/C=C/c2ccsc2)CC1 | i
C#CCn1c(=NC(=O)c2cc(C)no2)sc2cc(C)ccc21 | i
O=C(NCCNC(=O)c1ccc(F)c(F)c1)c1ccc(NC(=O)c2ccc(F)cc2)cc1 | i
COc1ccccc1Nc1cc(C)nc(-n2cc([N+](=O)[O-])cn2)n1 | i
CCOc1ccc2nc(NC(=O)c3ncccn3)sc2c1 | i
COc1ccccc1OCC(O)CN1CCN(Cc2ccccc2)CC1 (stereo not drawn) | i
O=S(=O)(c1ccc(Br)s1)N1CCN(CCn2ccnc2)CC1 | i
CC(=O)c1ccc(NC(=O)c2ccc(=O)n(Cc3cccc(C(F)(F)F)c3)c2)cc1 | i
Cc1[nH]c(=O)[nH]c(=O)c1CC(=O)N1CCN(c2cccc(Cl)c2Cl)CC1 | i
CCCC(=O)Nc1ccc(Nc2ccc(C)nn2)cc1 | i
CCNC(=O)c1nsc(C(=O)NCc2cc(OC)ccc2OC)c1N | i
O=C(c1ccc(F)c(F)c1)N1CCN(C(=O)c2cnn3ccccc23)CC1 | i
Cc1cc(C(=O)N(CC2CCCO2)c2nc3c(F)cc(F)cc3s2)on1 (stereo not drawn) | i
Cc1ccc(C)c(OCCSc2nc3ccccc3n2CC(=O)N2CCOCC2)c1 | i
Cn1c(=O)c2c(nc(N3CCc4ccccc4C3)n2CC(=O)O)n(C)c1=O | i
O=C(/C=C/c1c[nH]c2ccccc12)c1ccc(Cl)cc1 | i
COc1ccc(S(=O)(=O)N2CCCCC2CC(=O)Nc2nccs2)cc1 (stereo not drawn) | i
CCc1ccc(NC(=O)CSc2nnc(-c3cn(C)nc3OC)n2CC)cc1 | i
CCNc1cc(NCCNS(=O)(=O)c2cccnc2)nc(C)n1 | i
Cn1nnc2c(N3CCN(C(=O)c4ccccc4S(=O)(=O)C(F)F)CC3)ncnc21 | i
COc1ccc(S(=O)(=O)NCCN2CCOC(c3ccccc3)C2)cc1OC (stereo not drawn) | i
CCn1nnc2c(NN3CCOCC3)ncnc21 | i
CNc1nc2c(c(=O)n(Cc3ccccc3)c(=O)n2C)n1C(C)C | i
COc1cc2nc(SCC(=O)c3ccc(Br)cc3)n3nc(C)nc3c2cc1OC | i
Cc1noc(CNC(=O)COc2ccc3ccccc3c2)n1 | i
O=C(Nc1cccc([N+](=O)[O-])c1)c1ccc(=O)n(Cc2ccc(Cl)cc2)c1 | i
N#Cc1ccccc1NC(=O)C(=O)NCC1CCN(S(=O)(=O)C2CC2)CC1 | i
CCOc1ccccc1NC(=O)c1csc(Nc2ccccc2)n1 | i
Fc1ccc(CNc2nc(=S)[nH]c3ccccc23)cc1 | i
O=C(NCC#CCN1CCc2ccccc2C1)c1nc2ccccc2s1 | i
O=C(O)C1=NN(C2CCS(=O)(=O)C2)C(=O)CC1 (stereo not drawn) | i
O=c1c2cc(N3CCOCC3)ccc2[nH]c(=S)n1Cc1ccccc1 | i
Cc1ccc(N2C(=O)CCS2(=O)=O)cc1S(=O)(=O)N1CCc2ccccc2C1 | i
Cc1ccc(CC(=O)Nc2nc3ccc4nc(C)sc4c3s2)cc1 | i
CCc1nc2sc(C(c3ccc(F)cc3)N3CC(C)OC(C)C3)c(O)n2n1 (stereo not drawn) | i
Cc1nnsc1C(=O)N1CCC(CNC(=O)c2c(F)cccc2Cl)CC1 | i

# An excerpt of these results, with each value named.
> O=C(NCC#CCN1CCc2ccccc2C1)c1nc2ccccc2s1
  GIRK2 activator: i

> O=C(O)C1=NN(C2CCS(=O)(=O)C2)C(=O)CC1 (stereo not drawn)
  GIRK2 activator: i

> O=c1c2cc(N3CCOCC3)ccc2[nH]c(=S)n1Cc1ccccc1
  GIRK2 activator: i

# Additional results.
SMILES | GIRK2 activator
CC1=C(C(=O)OCC(C)C)C(c2ccccc2Cl)NC(=O)N1C (stereo not drawn) | i
O=S(=O)(c1ccc2c(c1)OCCO2)N1CCN(c2ccc(-c3ccco3)nn2)CC1 | i
COCCNC(=O)Cn1nc2c(c1NC(=O)CC1CCCC1)CSC2 | i
O=C(NCC(F)(F)F)C1CCN(C(=O)CCc2ccccc2)CC1 | i
CC(C)c1nnc(C2CCN(C(=O)/C=C/c3ccco3)CC2)o1 | i
COc1ccc(Cl)c2sc(N(CCCn3ccnc3)C(=O)Cc3ccccc3)nc12 | i
Cc1nnc(NC(=O)Cc2csc(Nc3ccccc3)n2)s1 | i
COc1ccc(-n2nc3c(c2NC(=O)C(=O)NCc2ccccc2)CS(=O)(=O)C3)cc1 | i
O=C(CCn1cnc2c(cnn2-c2ccccc2)c1=O)NCc1ccc(Cl)cc1 | i
O=C(NCCn1ncc2c(N3CCCCCC3)ncnc21)c1cccc(C(F)(F)F)c1 | i
Cc1ccccc1-c1ccc(N2CCN(C(=O)c3ccccc3)CC2)nn1 | i
CCC(=O)Nc1nnc2n1CCS2 | i
Cc1ccccc1OCC(=O)NCC(O)c1cccn1C (stereo not drawn) | i
COc1ccc(-c2cc(C(=O)N3CCCCCC3)c3c(C)nn(C4CCS(=O)(=O)C4)c3n2)cc1 (stereo not drawn) | i
COC(=O)c1c(NC(=O)c2ccn(C)n2)sc2c1CCN(Cc1ccccc1)C2 | i
CNC(=O)Cn1nnn(-c2ccc(NC(=O)Cc3ccc(F)cc3)cc2)c1=O | i
CC(C)c1cc(=O)[nH]c(-n2nc(C3CC3)cc2NC(=O)c2ccccc2C(F)(F)F)n1 | i
CCOc1ccc(/C=C/C(=O)Nc2cc(C)c(Cl)cc2OC)cc1OC | i
COc1ccc2sc(N(CCN3CCOCC3)C(=O)c3cccs3)nc2c1 | i
O=C(NCCCn1ccnc1)C(=O)NCCC1=CCCCC1 | i
CCn1nnc2c(N3CCN(C(=O)c4ccc5ccccc5c4)CC3)ncnc21 | i
CC(=O)N1CC(C(=O)Nc2cc(Cl)ccc2C#N)C1 | i
O=c1n(CCc2ccccc2)nc2ccc(S(=O)(=O)N3CCCCCC3)cn12 | i
CCSc1nnc(NC(=O)CCCn2nc(-c3ccc(OC)cc3)ccc2=O)s1 | i
NC(=O)C1CCN(C(=O)Cc2csc(Nc3cccc(Cl)c3)n2)CC1 | i
COc1cc(NS(=O)(=O)c2ccc3c(c2)OCCO3)ccc1N1CCCCC1=O | i
O=C(NC1CCN(Cc2ccccc2)CC1)c1cc(=O)c(OCc2ccccc2)co1 | i
CCn1nccc1C(=O)Nc1c2c(nn1C)CCC2 | i
O=S(=O)(c1ccc(Oc2ccccc2)cc1)N1CCN(c2ccc3nncn3n2)CC1 | i
CCc1ccccc1NC(=O)NCCNc1cc(-n2nc(C)cc2C)nc(C)n1 | i
O=C(NCC1(O)CCOCC1)c1cc2ccccc2o1 | i
Cc1cc(NC(=O)CN2CCC(c3nnc(-c4ccco4)o3)CC2)no1 | i
CCOC(=O)c1oc2ccccc2c1NC(=O)c1ccc(S(=O)(=O)N(C)C2CC2)cc1 | i
O=C(CSc1nnc(-c2ccncc2)o1)N1CCN(c2ccccc2)CC1 | i
COc1cccc(NC(=O)CN2C(=O)c3ccccc3S2(=O)=O)c1 | i
Cc1cc(NCCCN2CCOCC2)n2nc(C(F)(F)F)c(-c3ccccc3)c2n1 | i
COc1ncccc1C(=O)N1Cc2nn(-c3ccc(C)cc3)c(-n3cccc3)c2C1 | i
Cn1cccc1C(CNS(=O)(=O)c1ccc2ccccc2c1)N1CCCC1 (stereo not drawn) | i
Cc1ccc(NC(=O)C(=O)NCC2CCN(C(=O)c3snnc3C)CC2)cc1N1CCCC1=O | i
COC(=O)N1CCC(CNC(=O)C(=O)Nc2ccc(OC)cc2OC)CC1 | i

# Given with each value named: entries from further up.
COc1cc2nc(SCC(=O)c3ccc(Br)cc3)n3nc(C)nc3c2cc1OC
- GIRK2 activator: i
Cc1noc(CNC(=O)COc2ccc3ccccc3c2)n1
- GIRK2 activator: i

# (further entries)
SMILES | GIRK2 activator
O=C(CCN1C(=O)c2ccccc2S1(=O)=O)Nc1ccc(F)c([N+](=O)[O-])c1 | i
COc1ccc(NC(=O)Cn2nc(-c3ccco3)c3sc(N4CCCCC4)nc3c2=O)cc1OC | i
CNC(=O)c1nsc(C(=O)N2CCN(c3cccc(C(F)(F)F)c3)CC2)c1N | i
CNC(=O)CSc1nc(-c2ccccc2)c(NC(=O)c2ccccc2OC(C)=O)s1 | i
O=C(COc1ccc2ccccc2c1)NCC(O)c1ccc(C(F)(F)F)cc1 (stereo not drawn) | i
CS(=O)(=O)N1CCCc2cc(NC(=O)c3ccc4c(c3)OCO4)ccc21 | i
COc1ccc(Cl)cc1S(=O)(=O)Nc1ccc2c(c1)N(C(=O)c1ccco1)CC2 | i
O=C(c1cccs1)N1CCc2ccc(NS(=O)(=O)c3ccc(F)c(Cl)c3)cc21 | i
CCCCOc1ccc(NC(=O)N2CCN(Cc3nc(-c4ccco4)cs3)CC2)cc1 | i
COc1cccc(Nc2nnc(CC(=O)N3CCSCC3)s2)c1 | i
CC1CC(=O)Nc2c1c(NC(=O)c1cc(-c3ccc(F)cc3)n[nH]1)nn2C (stereo not drawn) | i
CSc1cccc2sc(NC(=O)CCCS(=O)(=O)c3ccccc3)nc12 | i
COc1ccc(CC(=O)N2CCN(c3ncnc4c3nnn4-c3ccc(Cl)cc3)CC2)cc1OC | i
COCCN1CCC(CNS(=O)(=O)c2cc(C)ccc2OC)CC1 | i
COc1ccccc1OCC(O)CN1CC(C)OC(C)C1 (stereo not drawn) | i
Cc1nnc2ccc(S(=O)(=O)N(CC(=O)OC(C)(C)C)c3ccc4c(c3)OCO4)cn12 | i
Cc1cccc(-n2nnc(C(=O)NCc3ccco3)c2N)c1 | i
Cc1ccccc1Cn1c(=O)n(Cc2ccc(F)cc2)c(=O)c2nccnc21 | i
O=C(CSc1ccc(F)cc1)NCC1(O)CCc2ccccc21 (stereo not drawn) | i
O=C(NCC(c1cccc2ccccc12)N1CCCC1)C(=O)Nc1ccc([N+](=O)[O-])cc1 (stereo not drawn) | i
O=C(CCCS(=O)(=O)c1ccccc1)Nc1nc(-c2cc(Cl)sc2Cl)cs1 | i
COc1ccc(NC(=O)CSc2cc(N3CCCC3)ncn2)cc1 | i
O=C(c1cc2ccccc2oc1=O)N1CCC(c2nnc(-c3ccc(F)cc3)o2)CC1 | i
COCCNC(=O)Cn1nc2c(c1NC(=O)C1(c3ccc(Cl)cc3)CCCC1)CSC2 | i
C=CCc1c(C)nc2c(-c3ccccc3)cnn2c1N1CCN(CCO)CC1 | i
O=C(NCCCn1nc(-c2ccco2)ccc1=O)c1cccc2ccccc12 | i
CS(=O)(=O)N1CCC(CNC(=O)COc2ccc(F)cc2)CC1 | i
Cc1cc(=O)n2[nH]c(C(F)(F)F)nc2n1 | i
CCn1c(=NC(=O)c2cccc(S(=O)(=O)C(C)C)c2)sc2cc(C(=O)OC)ccc21 | i
O=C(NC1CCCCC1)N1CCC(c2nnc(C3CC3)o2)CC1 | i
Cc1nnc(CNC(=O)C(=O)Nc2ccccc2Cl)o1 | i
COc1ccc2nc(-c3ccc(Cl)c(NC(=O)c4ccccc4Cl)c3)cn2n1 | i
O=C(Nc1c2c(nn1-c1ccc(Cl)cc1)CS(=O)(=O)C2)C(=O)N1CCOCC1 | i
COc1ccc(CCC(=O)Nc2ccc3c(c2)CCC(=O)N3Cc2ccccc2)cc1 | i
O=C(Cc1cccc2ccccc12)NCC1CCN(Cc2ccco2)CC1 | i
CCN(C1CCCCC1)S(=O)(=O)c1ccc(C(=O)Nc2nccs2)cc1 | i
COc1ccc(S(=O)(=O)NCC(c2cccn2C)N2CCc3ccccc3C2)cc1C (stereo not drawn) | i
CS(=O)(=O)N1CCCC(C(=O)Nc2ccc3sccc3c2)C1 (stereo not drawn) | i
COc1cc(NC(=O)CC(C)(C)C)ccc1N1CCCC1=O | i
COc1ccc(OC)c2sc(N(Cc3ccncc3)C(=O)CCc3ccccc3)nc12 | i
CN1CC(NC(=O)CCSc2ccccc2)CC1=O (stereo not drawn) | i
S=c1nc2ccccc2c2[nH]c3ccccc3n12 | i
O=S(=O)(c1ccc(OC(F)(F)F)cc1)N(Cc1ccsc1)Cc1ccccn1 | i
Cc1cc(C(=O)NCCn2nc(-c3cccs3)n(C)c2=O)c(C)o1 | i
NC(=O)c1ccc(Nc2nnnc3c2cnn3-c2ccccc2)cc1 | i
Cc1ccc(-n2ncc3c(=O)n(NC(=O)CSCc4ccccc4)cnc32)cc1 | i
Cc1cc(=O)n(CC(=O)N2CCN(CCc3ccccc3)CC2)cn1 | i
O=C(NCc1cccs1)NCC1CCN(c2ccccn2)CC1 | i
O/N=C\c1ccoc1 | i
O=S(=O)(c1cccc(F)c1)N1CCN(c2ccc(Cl)c(Cl)c2)CC1 | i
COc1cc(NC(=O)Nc2c(C)nc3ccccn3c2=O)cc(OC)c1OC | i
CC1CC(=O)Nc2c1c(NC(=O)c1cc3ccccc3oc1=O)nn2C (stereo not drawn) | i
Cn1nc(C2CCCN(C(=O)c3ccccc3Cl)C2)n(-c2ccccc2)c1=O (stereo not drawn) | i
CN(C)S(=O)(=O)c1ccc(C(=O)NCCCn2nc(-c3ccccc3)ccc2=O)cc1 | i
CN(C)C(CNC(=O)Cc1ccc(F)cc1)c1cccs1 (stereo not drawn) | i

# An excerpt; count on the stated rates, not on these rows.
